aGal spleen mod: inhibitors or activators of human alpha-galactosidase in spleen homogenate; P06280; human spleen homogenate, 4MU-alpha-Gal fluorescence, 40 min; Potency, µM (top dose mostly 80 µM), inactives show at the highest dose activity change, negative = inhibition, usual class: inhibitors; 0.008% of 240,000 active;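 also: 0% = enzyme with vehicle and -100% = no enzyme basal signal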
Target sequence (P06280 32-429 limits assumed): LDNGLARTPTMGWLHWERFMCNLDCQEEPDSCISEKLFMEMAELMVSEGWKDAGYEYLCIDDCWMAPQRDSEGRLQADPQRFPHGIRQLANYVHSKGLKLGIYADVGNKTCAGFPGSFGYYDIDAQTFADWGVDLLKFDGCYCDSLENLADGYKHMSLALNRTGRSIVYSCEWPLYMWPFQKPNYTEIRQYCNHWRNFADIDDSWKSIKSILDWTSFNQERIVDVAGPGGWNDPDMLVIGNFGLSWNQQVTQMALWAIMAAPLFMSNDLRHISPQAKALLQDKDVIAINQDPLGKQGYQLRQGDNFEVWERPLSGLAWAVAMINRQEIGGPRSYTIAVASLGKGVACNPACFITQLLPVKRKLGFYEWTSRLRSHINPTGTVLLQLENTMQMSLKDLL
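Spleen homogenate 1 ug + cpd (titration) + 4-MU-alpha-D-galactopyranoside 1 mM; 37C 40 min; 50 mM citrate/phosphate pH 5.0, 0.01% Tween-20; stop pH 10; fluorescence 365/440; AC50 via Hill.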
GAA glycogen mod: alters human alpha-glucosidase cleavage of glycogen; P10253; Potency, µM (series often up to 76.4 µM), without a hit: at the top dose activity change, negative = inhibition, most hits filed as inhibitors; recombinant GAA, glycogen substrate, Amplex Red glucose oxidase fluorescence; 0.38% of 300,000 active;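 also: 0% = full enzyme reaction and -100% = no-enzyme basal signal; the screen sought inhibitors and activators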
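Recombinant human enzyme (4 nM); glycogen substrate; 37 C, 40 min, pH 5.0. Readout: coupled glucose oxidase/Amplex Red fluorescence.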
ALDH1A1 block: ALDH1A1 (human) enzyme inhibition; P00352; Purified ALDH1A1, NADH fluorescence, propionaldehyde substrate; Potency, µM (titrated, usually from 75.3 µM), for inactives: at the highest dose activity, negative = inhibition, usual class: inhibitors; 7.3% of 220,000 active; active = well fitted inhibition curve with a large enough effect, not every such curve was filed as active; inconclusive = small, poorly fitted or top-dose-only effect, or another doubt; inactive = no such curve, though single readings can be large or run the other way;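 also: plate controls were no enzyme wells and a reference inhibitor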
Target sequence (P00352 whole entry, looked up): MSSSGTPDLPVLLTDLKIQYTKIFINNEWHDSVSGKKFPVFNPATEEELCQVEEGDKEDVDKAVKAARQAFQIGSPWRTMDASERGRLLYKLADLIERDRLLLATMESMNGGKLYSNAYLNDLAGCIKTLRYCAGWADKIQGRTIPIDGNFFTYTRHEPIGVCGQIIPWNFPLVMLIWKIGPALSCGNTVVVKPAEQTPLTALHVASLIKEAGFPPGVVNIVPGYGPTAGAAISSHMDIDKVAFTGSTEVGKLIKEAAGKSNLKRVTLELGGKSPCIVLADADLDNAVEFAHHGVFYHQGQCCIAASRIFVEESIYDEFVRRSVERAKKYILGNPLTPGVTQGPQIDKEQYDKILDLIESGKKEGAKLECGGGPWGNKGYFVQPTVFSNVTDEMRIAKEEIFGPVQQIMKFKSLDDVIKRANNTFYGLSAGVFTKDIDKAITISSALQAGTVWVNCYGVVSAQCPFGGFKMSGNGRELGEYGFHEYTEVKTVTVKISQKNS
Tau fluor cs: counter-screen for tau fibril formation inhibitors; tau K18 P301L (four-repeat tau fragment) Alexa594 fluorescence, heparin fibrillization; Potency, µM (titrated, usually from 57.7 µM), inactives show at the top dose activity change, negative = decrease; 0.93% of 280,000 active; also: % is scaled to controls: 0 for no effect and ±100 for the full control effect; nearly all actives have a fitted effect of over 55% in size
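Human K18 P301L tau (15 uM unlabeled plus 0.24 uM Alexa 594-labeled, final) in 100 mM sodium acetate pH 7 was mixed with compound and 20 uM heparin and incubated 6 hr at 37 C.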
Epigenetic derep: regulators of epigenetic silencing causing reporter derepression in mouse cells; murine LDR cells, GFP reporter derepression, 30 h; Potency, µM (series often up to 53.9 µM), without a hit: top-dose GFP activation, hits mostly activators; 0.2% of 280,000 active; AID 1865; also: % of control where 0% means no effect; nearly all actives have a fitted effect of over 60% in size
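Murine LDR cells bearing a silenced CMV-driven GFP reporter were exposed to compound for 30 h at 37 C. After PBS washes, GFP-positive cells (20-120 um objects) counted by laser-scanning microplate cytometry.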
GAA spleen mod: inhibitors or activators of human alpha-glucosidase in spleen homogenate. human spleen homogenate, 4-MU-alpha-glucoside fluorescence. Potency, µM (highest dose often 79.9 µM), inactives show at the top dose activity change, negative = inhibition, hits mostly inhibitors. 0.006% of 240,000 active. P10253;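 also: 0% = enzyme with vehicle and -100% = no enzyme basal signal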
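Compounds were titrated against alpha-glucosidase in spleen homogenate at pH 5.0, with 1 mM 4-methylumbelliferyl substrate for 40 min at 37 C. Reactions were quenched with pH 10 NaOH/glycine and fluorescence measured.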
* hit, by the source's call; [ ] = remark or other dose. Unless noted, calls follow the shape of the dose curve; as a rule, active = well fitted curve in the direction sought with a large enough effect; inconclusive = small, poorly fitted or top-dose-only effect, or another doubt; inactive = no such curve, though single readings can be large; an effect the other way counts as inactive or inconclusive. Potency is read from the fitted curve at half-maximal effect.

What do the screens show for `O=c1c(-c2ccc(Cl)cc2)nc2cncnc2n1Cc1ccc(F)cc1`?
aGal spleen mod: -14%; ALDH1A1 block: 17%; GAA spleen mod: 7%

What do the screens show for `OB(O)O`?
aGal spleen mod: 2%; ALDH1A1 block: -11%; GAA spleen mod: -7%

Results for COc1ccc(Oc2ncc3nc(C)c(=O)n(C[C@H]4CCCO4)c3n2)cc1 ?
aGal spleen mod: -13%; ALDH1A1 block: inconclusive; GAA spleen mod: -7%

How did CC(C)NC(=O)N1CCC2(CC1)CCN(C(=O)c1cccn1C)CC2 do in these assays?
aGal spleen mod: 0%; ALDH1A1 block: 11%; GAA spleen mod: 5%

Results for CN(C)Cc1ccccc1-c1nc(N(C)C)c2ccccc2n1 ?
aGal spleen mod: 3%; ALDH1A1 block: 28%; GAA spleen mod: 6%

Results for COc1ccccc1-c1ccc2ncnc(NCc3cnc(C)cn3)c2c1 ?
aGal spleen mod: -12%; ALDH1A1 block: -1%; GAA spleen mod: -1%

Results for COc1ccc(C(=O)N2CCC3(CC2)CN(C(=O)Nc2ccccc2)C3)cc1 ?
aGal spleen mod: 5%; ALDH1A1 block: 2%; GAA spleen mod: 5%

Results for COc1ccc(-c2nc3cnc(N4CCNCC4)nc3n(CCc3ccccc3)c2=O)cc1 ?
aGal spleen mod: inconclusive; ALDH1A1 block: inconclusive; GAA spleen mod: 3%

What do the screens show for `COC(=O)N1CCC2(CCCN(C(=O)Nc3cccc(C#N)c3)C2)CC1`?
aGal spleen mod: 6%; ALDH1A1 block: -8%; GAA spleen mod: 6%

How did O=C(c1ccncc1)N1CCC2(CCCN(c3ccncc3)C2)CC1 do in these assays?
aGal spleen mod: 7%; ALDH1A1 block: 16%; GAA spleen mod: -3%

What do the screens show for `CCNc1ncc2nc(-c3ccc(OC)cc3)c(=O)n(Cc3cccc(OC)c3)c2n1`?
aGal spleen mod: -1%; ALDH1A1 block: inconclusive; GAA spleen mod: 5%

Results for O=c1c(-c2ccc(F)cc2)nc2cncnc2n1C1CC1 ?
aGal spleen mod: -5%; ALDH1A1 block: -23%; GAA spleen mod: -1%

Results for COc1ccc(-n2c(=O)c(-c3cccs3)nc3cnc(N4CCNCC4)nc32)cc1 ?
aGal spleen mod: -1%; ALDH1A1 block: inconclusive; GAA spleen mod: -9%

Results for COCCn1c(=O)c(-c2cc(F)cc(F)c2)nc2cnc(N3CCOCC3)nc21 ?
aGal spleen mod: 8%; ALDH1A1 block: inconclusive; GAA spleen mod: -5%

What do the screens show for `COc1ncc2nc(-c3cc(F)cc(F)c3)c(=O)n(Cc3cccs3)c2n1`?
aGal spleen mod: 9%; ALDH1A1 block: inconclusive; GAA spleen mod: 10%

Results for COc1ccc(NC(=O)N2CCC3(CC2)CCN(C(=O)c2cccc(F)c2)CC3)cc1 ?
aGal spleen mod: 11%; ALDH1A1 block: -6%; GAA spleen mod: 4%

Results for FC(F)(F)c1ccccc1-c1nc(-n2ccnc2)c2ccccc2n1 ?
aGal spleen mod: -10%; ALDH1A1 block: 4%; GAA spleen mod: -1%

Results for COc1cc2c(=O)c(C(=O)c3ccc(C)c(C)c3)cn(Cc3ccccc3F)c2cc1OC ?
GAA glycogen mod: -14%[76.3 µM]; Tau fluor cs: -11%; Epigenetic derep: -1.1%

What do the screens show for `Cc1ccc(C)c(N2CCN(c3nc4ccc(Cl)cc4n4cnnc34)CC2)c1`?
GAA glycogen mod: -7%[76.3 µM]; Tau fluor cs: 0%; Epigenetic derep: 4.6%

Results for CCCCNC(=O)c1cn(C)c2ccc(S(=O)(=O)N3CCCC3)cc2c1=O ?
GAA glycogen mod: 16%[76.3 µM]; Tau fluor cs: -12%; Epigenetic derep: 1.3%

Arranged by SMILES length (smallest number first): 9 of the compounds above.
Results for O=c1c(-c2ccc(F)cc2)nc2cncnc2n1C1CC1 ?
aGal spleen mod: -5%; ALDH1A1 block: -23%; GAA spleen mod: -1%

Results for COc1ccccc1-c1ccc2ncnc(NCc3cnc(C)cn3)c2c1 ?
aGal spleen mod: -12%; ALDH1A1 block: -1%; GAA spleen mod: -1%

How did CC(C)NC(=O)N1CCC2(CC1)CCN(C(=O)c1cccn1C)CC2 do in these assays?
aGal spleen mod: 0%; ALDH1A1 block: 11%; GAA spleen mod: 5%

What do the screens show for `COC(=O)N1CCC2(CCCN(C(=O)Nc3cccc(C#N)c3)C2)CC1`?
aGal spleen mod: 6%; ALDH1A1 block: -8%; GAA spleen mod: 6%

What do the screens show for `Cc1ccc(C)c(N2CCN(c3nc4ccc(Cl)cc4n4cnnc34)CC2)c1`?
GAA glycogen mod: -7%[76.3 µM]; Tau fluor cs: 0%; Epigenetic derep: 4.6%

Results for COc1ccc(Oc2ncc3nc(C)c(=O)n(C[C@H]4CCCO4)c3n2)cc1 ?
aGal spleen mod: -13%; ALDH1A1 block: inconclusive; GAA spleen mod: -7%

Results for COCCn1c(=O)c(-c2cc(F)cc(F)c2)nc2cnc(N3CCOCC3)nc21 ?
aGal spleen mod: 8%; ALDH1A1 block: inconclusive; GAA spleen mod: -5%

What do the screens show for `CCNc1ncc2nc(-c3ccc(OC)cc3)c(=O)n(Cc3cccc(OC)c3)c2n1`?
aGal spleen mod: -1%; ALDH1A1 block: inconclusive; GAA spleen mod: 5%

Results for COc1ccc(NC(=O)N2CCC3(CC2)CCN(C(=O)c2cccc(F)c2)CC3)cc1 ?
aGal spleen mod: 11%; ALDH1A1 block: -6%; GAA spleen mod: 4%

The listing continues.
Results for Cc1ccc(S(=O)(=O)NCC(Nc2cccc(Cl)c2)c2ccccc2)cc1 (centres undefined) ?
GAA glycogen mod: -17%[76.3 µM]; Tau fluor cs: inconclusive; Epigenetic derep: 7.5%

How did COc1ccc(Br)cc1C(=O)Nc1cccc2ccc(C)nc12 do in these assays?
GAA glycogen mod: -4%[76.3 µM]; Tau fluor cs: -11%; Epigenetic derep: 0.8%

How did COc1ccc(OC)c(NC(=O)Cn2cnc3sc(C)c(S(=O)(=O)N4CCN(c5ccccc5OC)CC4)c3c2=O)c1 do in these assays?
GAA glycogen mod: 16%[76.3 µM]; Tau fluor cs: inconclusive; Epigenetic derep: 1.4%

What do the screens show for `CCn1cc(C(=O)NCc2ccccc2Cl)c(=O)c2cc(S(=O)(=O)N3CCCCC3)ccc21`?
GAA glycogen mod: -19%[76.3 µM]; Tau fluor cs: -17%; Epigenetic derep: 1.2%

What do the screens show for `Cn1c(=O)c(=O)n(C)c2cc(S(=O)(=O)N3CCCC3C(=O)Nc3cccc(F)c3)ccc21` (centres undefined)?
GAA glycogen mod: 13%[76.3 µM]; Tau fluor cs: 7%; Epigenetic derep: -2.3%

Results for Cc1cccc(N(CC(=O)NCCSc2ccc(Cl)cc2)S(=O)(=O)c2ccccc2)c1C ?
GAA glycogen mod: -14%[76.3 µM]; Tau fluor cs: -22%; Epigenetic derep: -1.6%

Results for Cc1cc(=O)n2nc(N3CCC(C(=O)Nc4ccc(Br)c(C)c4)CC3)sc2n1 ?
GAA glycogen mod: 12%[76.3 µM]; Tau fluor cs: -25%; Epigenetic derep: -2.5%

How did COc1cccc(CNC(=O)C2CCCN(c3nnc(-n4c(C)ccc4C)s3)C2)c1OC (centres undefined) do in these assays?
GAA glycogen mod: -4%[76.3 µM]; Tau fluor cs: -4%; Epigenetic derep: -2.7%

Results for COc1cccc(-c2nc(CS(=O)(=O)CC(=O)NCc3cccc(Cl)c3)c(C)o2)c1 ?
GAA glycogen mod: 2%[76.3 µM]; Tau fluor cs: -11%; Epigenetic derep: 3.1%

What do the screens show for `CCOc1cc(C2c3c(oc4ccccc4c3=O)C(=O)N2c2ccccn2)ccc1O` (centres undefined)?
GAA glycogen mod: -4%[76.3 µM]; Tau fluor cs: -16%; Epigenetic derep: -1.0%

What do the screens show for `COc1ccc2[nH]c(=O)c(CN(C(=O)c3cccc(Cl)c3)c3ccccc3C)cc2c1`?
GAA glycogen mod: 0%[76.3 µM]; Tau fluor cs: -9%; Epigenetic derep: 0.0%

What do the screens show for `COc1cc2c(cc1OC)C(COc1ccc3c(C)cc(=O)oc3c1)N(C(=O)c1cccc(C)c1)CC2` (centres undefined)?
GAA glycogen mod: 14%[76.3 µM]; Tau fluor cs: 2%; Epigenetic derep: 2.0%

What do the screens show for `CCC1CN(C(=O)N2CCC(C(=O)NCc3cc(OC)c(OC)c(OC)c3)CC2)c2ccccc2O1` (centres undefined)?
GAA glycogen mod: 12%[76.3 µM]; Tau fluor cs: inconclusive; Epigenetic derep: 1.1%

Results for COc1ccc(NC(=O)C2CCN(C(=O)N3CCOc4ccccc43)CC2)cc1 ?
GAA glycogen mod: 1%[76.3 µM]; Tau fluor cs: -20%; Epigenetic derep: 3.7%

What do the screens show for `Cc1cn2c(=O)c(S(=O)(=O)Nc3ccc(F)cc3F)c(C)nc2s1`?
GAA glycogen mod: 13%[76.3 µM]; Tau fluor cs: -3%; Epigenetic derep: 4.9%

How did CCOc1ccc(C(=O)NCCn2cc(SCC(=O)Nc3ccccc3)c3ccccc32)cc1 do in these assays?
GAA glycogen mod: -13%[76.3 µM]; Tau fluor cs: inconclusive; Epigenetic derep: -1.1%

What do the screens show for `Oc1ccccc1-c1nc(/C=C/c2ccc(F)cc2)nn1-c1ccccc1`?
GAA glycogen mod: -6%[76.3 µM]; Tau fluor cs: -27%; Epigenetic derep: -1.0%

Results for CCCOC(=O)c1c(NC(=O)C2c3ccccc3Oc3ccccc32)sc2c1CCC(C)C2 (centres undefined) ?
GAA glycogen mod: -7%[76.3 µM]; Tau fluor cs: -10%; Epigenetic derep: 2.9%

How did CCOC(=O)c1c(-c2ccccc2)oc2ccc(N(C(C)=O)S(=O)(=O)c3cc(C)ccc3C)cc12 do in these assays?
GAA glycogen mod: 10%[76.3 µM]; Tau fluor cs: -18%; Epigenetic derep: -1.6%

Results for COc1ccc(-c2c3c(=O)n(C)c(=O)n(C)c3c3n2-c2ccccc2NC3c2ccc(OC)cc2)cc1 (centres undefined) ?
GAA glycogen mod: 16%[76.3 µM]; Tau fluor cs: -4%; Epigenetic derep: -3.6%

Results for CC1=C(C(=O)Nc2ccc(C)cc2C)C(c2cccs2)n2nc(SCc3ccccc3Cl)nc2N1 (centres undefined) ?
GAA glycogen mod: 10%[76.3 µM]; Tau fluor cs: -1%; Epigenetic derep: 2.3%

What do the screens show for `CCOC(=O)c1cnc2ccc(C(=O)OC)cc2c1Nc1ccc(N2CCOCC2)cc1`?
GAA glycogen mod: inconclusive; Tau fluor cs: inconclusive; Epigenetic derep: -0.3%

How did CCC1CN(C(=O)N2CCC(C(=O)NCCC3=CCCCC3)CC2)c2ccccc2O1 (centres undefined) do in these assays?
GAA glycogen mod: 14%[76.3 µM]; Tau fluor cs: inconclusive; Epigenetic derep: 9.9%

How did Cc1c(CCC(=O)NCCc2ccc(Cl)cc2)c(=O)oc2c(C)c(O)ccc12 do in these assays?
GAA glycogen mod: 14%[76.3 µM]; Tau fluor cs: -12%; Epigenetic derep: 3.7%

Screening data from PubChem.

An excerpt. The share of hits here may be higher or lower than overall.
